Bioassay records: PubChem BioAssay, several laboratories
FAS TE block: FAS thioesterase (human) inhibition. recombinant FAS-TE, OMFH fluorogenic substrate, fluorescence endpoint. inhibition, % at 15 µM. 0.67% of 360,000 active. AID 602261;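 active = compounds whose normalised, plate-corrected inhibition of enzyme fluorescence in the single-dose primary screen is 50% or more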;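 also: 0% = DMSO with enzyme and 100% = substrate without enzyme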
PABP1 MLLE inh: blocks PAM2 peptide binding to the PABP1 MLLE domain; P11940; GST-MLLE / FITC-PAM2 fluorescence polarization; inhibition, % at 20 µM; 0.36% of 360,000 active; AID 588489; in the data active = inhibition above about 35%, passing the limit was not always enough;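 also: plate controls were DMSO wells with GST-MLLE for no effect and wells lacking GST-MLLE protein for full effect; some results filed as inactive read as strong as hits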
Neddyl block: blocks human cullin neddylation; calls only at 25 µM; AID 651699; 0.58% of 360,000 active; TR-FRET cullin neddylation, biochemical; in the data active = inhibition above about 36%
Target sequence (P61081 whole entry, looked up): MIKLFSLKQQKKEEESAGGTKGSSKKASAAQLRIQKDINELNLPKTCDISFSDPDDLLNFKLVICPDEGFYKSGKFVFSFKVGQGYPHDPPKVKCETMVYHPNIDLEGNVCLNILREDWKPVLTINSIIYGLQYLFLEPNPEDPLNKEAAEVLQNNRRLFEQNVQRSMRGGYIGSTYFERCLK
Target sequence (Q13564 whole entry, looked up): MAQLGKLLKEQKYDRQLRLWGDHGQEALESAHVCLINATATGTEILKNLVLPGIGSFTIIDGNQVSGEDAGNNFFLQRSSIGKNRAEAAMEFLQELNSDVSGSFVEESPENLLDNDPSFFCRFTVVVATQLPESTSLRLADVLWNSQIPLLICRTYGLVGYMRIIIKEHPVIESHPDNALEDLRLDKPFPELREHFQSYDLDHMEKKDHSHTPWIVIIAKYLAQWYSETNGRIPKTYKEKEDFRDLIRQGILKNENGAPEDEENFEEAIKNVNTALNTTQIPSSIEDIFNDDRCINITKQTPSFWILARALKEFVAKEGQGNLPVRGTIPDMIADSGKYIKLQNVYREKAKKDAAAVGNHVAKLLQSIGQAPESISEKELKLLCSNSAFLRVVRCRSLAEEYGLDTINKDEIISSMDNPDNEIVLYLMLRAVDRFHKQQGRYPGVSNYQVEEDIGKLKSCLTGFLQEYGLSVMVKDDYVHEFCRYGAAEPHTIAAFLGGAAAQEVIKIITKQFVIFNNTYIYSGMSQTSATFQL
E coli Lon inh: inhibits E. coli Lon protease; P0A9M0; purified E. coli Lon protease, fluorescence polarization; inhibition, % at 7.94 µM; 0.42% of 360,000 active; AID 602123; in the data active = inhibition above about 13%, passing the limit was not always enough;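 also: 0% = enzyme with probe and DMSO and 100% = no enzyme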
Tb MetRS inh: blocks T. brucei methionyl-tRNA synthetase activity; inhibition, % at 11.9 µM; AID 624268; purified T. brucei MetRS, ATP depletion, Kinase-Glo luminescence; 0.4% of 360,000 active;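 active = inhibition above a per-plate cutoff of the control wells' mean inhibition plus 3 SD, cut at about 5.5% in these data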;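 also: 0% = DMSO wells median and 100% = median of wells with control inhibitor compound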
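Assay system: T. brucei methionyl-tRNA synthetase, purified | Medium: HEPES buffer with MgCl2, KCl, DTT, spermine, BSA, pyrophosphatase | Compound: 11.9 µM single point | Incubation: 15 min enzyme-compound preincubation, 2 h reaction, 10 min detection, 25 °C | Measured by: Kinase-Glo luciferase luminescence reporting remaining unconsumed ATP | Measure: % inhibition normalized to control-well medians | Replication: Singlicate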
CSN inh: inhibitors of human CSN-mediated cullin deneddylation; Q92905; Purified CSN, SCF-Nedd8-OG deneddylation, fluorescence polarization; inhibition, % at 12.5 µM; 0.38% of 360,000 active; AID 651999;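 active = pattern-corrected inhibition above about 35%, with an unprinted fluorescence ratio check between 0.5 and 1.5, limit read from the data, passing the limit was not always enough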;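 also: 0% = enzyme with substrate and 100% = substrate without enzyme; some results filed as inactive read as strong as hits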
Target sequence (Q92905 whole entry, looked up, one chain of several): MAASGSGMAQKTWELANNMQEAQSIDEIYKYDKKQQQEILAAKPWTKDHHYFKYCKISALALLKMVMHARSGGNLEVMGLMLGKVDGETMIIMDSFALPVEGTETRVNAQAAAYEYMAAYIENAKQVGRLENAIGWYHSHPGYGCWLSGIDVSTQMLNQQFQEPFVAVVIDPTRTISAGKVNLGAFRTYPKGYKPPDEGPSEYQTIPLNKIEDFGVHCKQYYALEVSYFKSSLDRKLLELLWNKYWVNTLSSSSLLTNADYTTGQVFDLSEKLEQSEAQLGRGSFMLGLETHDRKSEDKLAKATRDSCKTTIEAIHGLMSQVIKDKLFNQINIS
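Assay system: purified human Csn5 enzyme expressed in HEK293T cells; Input: 0.24 nM Csn5 enzyme, final concentration; Reagent: 10 nM SCFSkp2-Nedd8OG; Compound dosing: 12.5 µM single point; Times: reaction 90 min, room temperature; Technique: fluorescence polarization readout.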
Rin1 Abl inh: human Rin1-Abl interaction inhibition. AID 588664. inhibition, % at 7.35 µM. 0.4% of 360,000 active. P00519+Q13671. TR-FRET Rin1/Abl binding, biochemical; in the data active = inhibition above about 5%, passing the limit was not always enough
MsrA act: activators of bovine methionine sulfoxide reductase A. purified bovine MsrA, absorbance read-out. activation, % at 10.6 µM. AID 602163. 0.3% of 360,000 active; in the data active = activation above about 7.5%;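 also: 0% = vehicle and 100% = reference activator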
MsrA inhibitor: inhibitors of bovine MsrA | purified bovine MsrA, absorbance read-out | AID 651718 | inhibition, % at 15.5 µM | 0.75% of 360,000 active; in the data active = inhibition above about 4.5%;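 also: 0% = vehicle wells with enzyme and 100% = reference inhibitor wells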
* marks the source's active call; other numbers are inactive results; i = inactive; nt = no result given.

Values run as follows: FAS TE block, PABP1 MLLE inh, Neddyl block, E coli Lon inh, Tb MetRS inh, CSN inh, Rin1 Abl inh, MsrA act, MsrA inhibitor
Cc1nnc(NC(=O)CSCc2c(C)noc2C)s1
 : -6, 2, i, -4, 0.2, -2, 1, -2, -0.3
C[C@H](NC(=O)c1ncn2c1C(=O)NC[C@@H]2C)C(=O)OC(C)(C)C
 : -5, 2, i, 5, -0.9, 1, -2, -2, 0.7
O=C(C1CCN(c2nc(-c3ccccc3)nc3c2CCC3)CC1)N1CCC(O)CC1
 : -4, -2, i, -9, -0.5, -5, 2, -6, 0.8
COc1ccc(NC(=O)C2CCN(S(=O)(=O)c3ccc(OC)c(OC)c3)CC2)c(OC)c1
 : -5, 0, i, -1, -1.0, 3, -2, -10, 0.2
Cc1ccc(S(=O)(=O)NC2CCCc3ccccc32)cc1C (stereo not drawn)
 : 17, -12, i, 12, -0.1, 0, -1, -2, 0.8
COc1ccccc1CN1C[C@@H]2C[C@@H](C3=Cc4cc(Cl)ccc4OC3)N3CCC[C@@]23C1=O
 : 21, -3, i, -1, -0.6, 2, -2, -3, 1.0
Cc1ccccc1-n1nnnc1SC1CCOC1=O (stereo not drawn)
 : -6, -22, i, -6, -0.6, -1, 2, -5, 0.9
COc1ccc(S(=O)(=O)c2ccc(OCC3CO3)cc2)cc1 (stereo not drawn)
 : 6, -3, i, 15, -0.4, 0, 1, -6, 0.6
CCCCCCCCNc1ccccc1S(=O)(=O)NCc1ccccc1
 : 24, 2, i, 7, -1.4, -1, -1, -4, 1.0
CNc1ccc(/C=C(\C#N)c2ccccn2)cc1[N+](=O)[O-]
 : -3, -73, i, 2, -0.5, 23, -6, -3, 0.8
C(=C\c1ccccc1)/CSc1nnc(-c2ccncc2)n1Cc1ccco1
 : -2, -40, i, 4, -0.7, 8, -2, -6, -0.7
CCOC(=O)c1c(C)n(-c2ccccc2)c2ccc(O)cc12
 : -1, 4, i, 12, -0.2, -1, 0, -4, 0.2
O=[N+]([O-])c1ccc(N/N=C/c2cccc(O)c2)cc1
 : 12, -101, i, -45, 0.5, 12, -1, 0, 2.2
COc1cc(CCC(=O)OCC(=O)Nc2sccc2C(N)=O)cc(OC)c1OC
 : -4, -9, i, -5, -0.1, 5, -2, -1, 0.8
O=C(N/N=C/c1c[nH]c2ccccc12)c1cc(-c2ccc3ccccc3c2)n[nH]1
 : 19, 6, i, -1, -0.7, -9, -3, -9, 1.7
O=C(c1ccccc1)N1CCCC(c2ccc(Cl)cc2)=N1
 : 18, -7, i, -1, -0.4, 2, 1, -1, -0.3
CC[C@H]1OC(=O)[C@H](C)[C@@H](O[C@H]2C[C@@](C)(OC)[C@@H](O)[C@H](C)O2)[C@H](C)[C@@H](O[C@@H]2O[C@H](C)C[C@H](N(C)C)[C@H]2O)[C@](C)(O)C[C@@H](C)C(=NOCOCCOC)[C@H](C)[C@@H](O)[C@]1(C)O
 : -6, -6, i, -3, -0.7, 6, 2, -2, -1.1
Cc1[nH][nH]c(=O)c1C(c1ccc(Br)cc1)c1c(C)[nH][nH]c1=O
 : -4, -15, i, -6, -1.3, -1, 1, -7, 1.7
CNC(=S)N1N=C(c2cccs2)CC1c1ccc(F)cc1 (stereo not drawn)
 : 12, -106, i, -5, -0.7, 1, -1, -2, 2.5
Cc1ccc(CNC(=O)c2nnc(CS(=O)(=O)c3ccccc3)o2)cc1
 : -4, 9, i, -5, 0.5, 0, 0, -1, 0.1
COC(=O)c1cccc(NC(=O)CCN2C(=O)NC(C)(C)C2=O)c1
 : -5, -13, i, -7, -0.1, 4, 1, -3, 0.2
CCc1nnc(NS(=O)(=O)c2ccc(NC(=O)COc3ccc4ccccc4c3)cc2)s1
 : -6, -10, i, -2, -0.1, 1, 2, -2, 0.1
CCC(=O)c1ccc(OCC(=O)OCC(=O)NC2CCCCCCC2)cc1
 : -10, -6, i, 4, -0.3, -2, 0, -4, 1.9
O=C(COC(=O)c1ncc(Cl)c(Cl)c1Cl)NNC(=O)c1ccccc1
 : 1, 2, i, -18, -0.2, 2, 3, -5, 0.3
CCCC(=O)Nc1ccc2nc(SCC(=O)N3CCCC3)sc2c1
 : -1, 3, i, 4, -0.1, 4, -4, -1, 1.8
COc1ccc(S(=O)(=O)N2CCc3ccccc32)cc1C(=O)NCC(c1ccco1)N1CCCC1 (stereo not drawn)
 : -10, 2, i, 9, -0.6, 2, 7, -14, 1.0
CCc1nnc(NC(=O)Nc2ccc(Cl)cc2)s1
 : -3, 3, i, -2, 0.7, -1, 0, -6, 0.1
Cc1ccccc1CC1SC(N=C(N)N)=NC1=O (stereo not drawn)
 : 1, -6, i, -4, -0.2, 0, -3, -4, -2.1
CC(C)Cn1c(N)c(C(=O)COC(=O)c2ccccc2C(=O)c2ccccc2)c(=O)n(C)c1=O
 : 14, -2, i, 4, -0.3, 1, 0, -4, -0.3
CN(C)S(=O)(=O)c1ccc(Cl)c(C(=O)Nc2ccc(S(=O)(=O)N3CCOCC3)cc2)c1
 : 4, -36, i, 1, -0.6, -3, 1, -3, 1.2

Among those listed so far, these have a Cl atom.
Values run as follows: FAS TE block, PABP1 MLLE inh, Neddyl block, E coli Lon inh, Tb MetRS inh, CSN inh, Rin1 Abl inh, MsrA act, MsrA inhibitor
COc1ccccc1CN1C[C@@H]2C[C@@H](C3=Cc4cc(Cl)ccc4OC3)N3CCC[C@@]23C1=O
 : 21, -3, i, -1, -0.6, 2, -2, -3, 1.0
O=C(c1ccccc1)N1CCCC(c2ccc(Cl)cc2)=N1
 : 18, -7, i, -1, -0.4, 2, 1, -1, -0.3
O=C(COC(=O)c1ncc(Cl)c(Cl)c1Cl)NNC(=O)c1ccccc1
 : 1, 2, i, -18, -0.2, 2, 3, -5, 0.3
CCc1nnc(NC(=O)Nc2ccc(Cl)cc2)s1
 : -3, 3, i, -2, 0.7, -1, 0, -6, 0.1
CN(C)S(=O)(=O)c1ccc(Cl)c(C(=O)Nc2ccc(S(=O)(=O)N3CCOCC3)cc2)c1
 : 4, -36, i, 1, -0.6, -3, 1, -3, 1.2

Next section.
Values run as follows: FAS TE block, PABP1 MLLE inh, Neddyl block, E coli Lon inh, Tb MetRS inh, CSN inh, Rin1 Abl inh, MsrA act, MsrA inhibitor
O=C(Nc1ccc(O)c2c(=O)cc(-c3cccc(Cl)c3)oc12)c1cccc(Cl)c1
 : 8, -11, i, 8, -0.1, -4, -1, -1, -0.5
CCOC(=O)C(CC)c1cc2n(c(=O)c1C#N)CCC21OCCO1 (stereo not drawn)
 : -1, -7, nt, 3, 0.0, -1, 1, -4, 2.5
Cc1ccc(C)c(S(=O)(=O)NCCOC(=O)Nc2sc(=S)n(C)c2C)c1
 : 2, -56, i, -10, -0.2, 1, 1, -1, 2.0
CN(C)CCC(=O)c1ccc2c(c1)OCO2
 : -3, 26, i, -15, -0.1, -2, 4, -2, 0.7
COc1ccc(Oc2nc(C)cc(C)c2S(=O)(=O)c2ccc(C)cc2)cc1
 : 23, -2, i, 18*, 0.1, -3, 3, -1, 1.6
CCCCCCCCN1C(=O)[C@H](CC(=O)NCCCCc2ccccc2)C[C@@]2(C(=O)OCC)CCCC=C12
 : 20, nt, i, -17, -1.7, 5, nt, -8, 0.7
COCCCNc1ccnc2c(Cl)cccc12
 : -3, 13, i, -4, 0.4, 0, -3, 3, 3.5
C=CCC1c2cccc(C(=O)O)c2C(=O)N1c1ccc(F)cc1 (stereo not drawn)
 : -6, 5, i, -2, -0.5, -2, 4, -6, 0.4
Brc1ccc2nc(C3CCCCC3)c(Cc3ccccc3)n2c1
 : 9, 8, i, -1, 0.1, -6, -5, -3, 0.7
CCN(CC(=O)Nc1c(F)cccc1F)C(=O)CCCc1c[nH]c2ccccc12
 : 1, -1, i, 1, -0.6, -3, 0, -3, 0.9
O=C(c1cc2ccccc2o1)N1CCOCC1
 : -9, 7, i, -5, -0.3, 0, 5, -6, -0.6
CCN(C(=O)COC(=O)c1ccccc1NCc1ccco1)c1c(N)n(Cc2ccccc2)c(=O)[nH]c1=O
 : 0, 1, nt, -11, -0.3, -4, 1, -2, 0.7
Cc1nnc2sc(-c3ccc(NC(=O)CSc4ccc(Cl)cc4)cc3)nn12
 : 4, 5, i, 3, -0.6, -7, -2, 0, 0.0
C[C@@H]1CC[C@@]2(O[C@@H](CCO)C[C@H](O)[C@H]2O)O1
 : -13, -12, i, -14, -0.5, -1, 5, -2, 0.3
CC(=O)NC(CCS(C)(=O)=O)C(=O)Nc1cc(C)on1 (stereo not drawn)
 : -9, -9, i, 6, -0.8, -3, -1, 1, 0.4
COc1ccc(C(CNC(=O)C(CCSC)NC(=O)c2ccccc2Cl)N2CCCCC2)cc1 (stereo not drawn)
 : -4, 5, i, -8, 0.2, -4, -2, -2, 0.0
COc1ccc(CNC(=O)C(C)OC(=O)CCN2C(=O)C3CC=CCC3C2=O)cc1 (stereo not drawn)
 : -3, 3, i, 3, -0.4, -3, -1, -1, -1.2
COC(=O)[C@@]12C[C@@H](CC(=O)N3CCOCC3)C(=O)N(Cc3ccc4c(c3)OCO4)C1=CCC(C)(C)C2
 : nt, nt, i, nt, -0.5, -6, nt, nt, -0.7
CCOc1ccc(CCN2C(=O)C(=O)N([C@@H](CC(C)C)CN3CCC[C@H]3CN3C(=O)C(=O)NC[C@@H]3CC(C)C)C[C@@H]2Cc2ccc(O)cc2)cc1
 : -9, nt, i, -4, -1.7, -1, nt, -9, 1.9
Cc1nn2c(-c3ccccc3)ccnc2c1Br
 : 1, -4, i, -3, 0.3, -2, 1, -2, -0.9
Nc1ncc(Br)cc1S(=O)(=O)NCCC(=O)N1CCN(c2ccccn2)CC1
 : -11, 4, i, -5, 0.0, 3, 1, -4, 0.2
CC1CCCCN1C(=O)CCS(=O)(=O)c1cc2c(cc1Cl)NC(=O)CO2 (stereo not drawn)
 : -8, 29, i, -1, -0.3, 7, 2, 0, -0.6
CC(=O)Nc1ccc(S(=O)(=O)N2CCN(c3cc(C)ccc3C)CC2)cc1
 : 44, 0, i, 0, -0.3, -3, 0, -2, -1.5
CN(C)CCN1C(=O)C2C3C=CC(C3)C2C1=O (stereo not drawn)
 : -10, -6, i, -8, -0.4, 1, -1, -2, -1.0
O=C1OCC/C1=C\NCCCCCCCCN/C=C1\CCOC1=O
 : -12, 18, i, -1, -0.2, 4, 0, -5, 0.0
Cc1cccc(CC(=O)NCC2CCCCC2)c1
 : 0, 4, i, 3, -0.4, 1, -3, -6, nt
Cc1ccccc1CN1C[C@@H]2C[C@@H](c3cn[nH]c3-c3ccc(F)cc3)N3CCC[C@@]23C1=O
 : 10, 7, i, -5, 0.0, 4, 2, 0, -0.4
Cc1cc(C)c(C#N)c(Nc2cccc(C)c2C)n1
 : 9, -1, i, -3, -0.4, 6, 0, -3, 1.1
Cc1cc(C)c2nc(SCC(=O)NCCN3C(=O)CSC3=O)cc(C)c2c1
 : -4, -3, i, -8, -0.4, 2, -6, -3, 1.1

3 structures out of the list, sorted by SMILES length, high to low.
Values run as follows: FAS TE block, PABP1 MLLE inh, Neddyl block, E coli Lon inh, Tb MetRS inh, CSN inh, Rin1 Abl inh, MsrA act, MsrA inhibitor
CCCCCCCCN1C(=O)[C@H](CC(=O)NCCCCc2ccccc2)C[C@@]2(C(=O)OCC)CCCC=C12
 : 20, nt, i, -17, -1.7, 5, nt, -8, 0.7
Brc1ccc2nc(C3CCCCC3)c(Cc3ccccc3)n2c1
 : 9, 8, i, -1, 0.1, -6, -5, -3, 0.7
CN(C)CCN1C(=O)C2C3C=CC(C3)C2C1=O (stereo not drawn)
 : -10, -6, i, -8, -0.4, 1, -1, -2, -1.0

No enrichment for hits; about 4% have a hit in one of these screens.
